RGS4 inh: inhibitors of human RGS4; P49798; HEK293 M3R/RGS4 inducible, Fluo-4 calcium flux; active compounds read high; triggered by carbachol at its EC20; B-score at 10 µM; 310,000 compounds, 0.45% hits; AID 463165;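 active = B-score, a plate-corrected calcium signal, over three deviations above library mean, with baseline fluorescence within five deviations of library mean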;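 note: RGS4 expression induced by doxycycline in cells with stable M3 receptor; B-score is computed from the integrated fluorescence ratio over baseline after carbachol; higher B-score means a larger calcium signal and so more RGS4 inhibition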
Target sequence (P49798 whole entry, looked up): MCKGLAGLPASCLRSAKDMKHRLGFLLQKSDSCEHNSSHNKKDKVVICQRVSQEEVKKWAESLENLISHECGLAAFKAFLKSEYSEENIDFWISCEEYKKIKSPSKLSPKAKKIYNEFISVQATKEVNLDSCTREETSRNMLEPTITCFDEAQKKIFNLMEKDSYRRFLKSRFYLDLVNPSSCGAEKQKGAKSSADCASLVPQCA
MrgX1 antag: blocks BAM8-22 activation of human MrgX1 receptor; Q96LB2; MRGX1-HEK293 calcium flux, Fluo-4, BAM8-22 antagonism; active compounds read low; B-score at 10 µM; 310,000 compounds, 1.3% hits; AID 588676;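 active = calcium-response B-score plate-corrected more than 3 library SD below zero, starting fluorescence within 5 deviations, no agonist response on first addition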;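 note: peak minus trough fluorescence over baseline after final BAM8-22 challenge near maximal dose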
Target sequence (Q96LB2 whole entry, looked up): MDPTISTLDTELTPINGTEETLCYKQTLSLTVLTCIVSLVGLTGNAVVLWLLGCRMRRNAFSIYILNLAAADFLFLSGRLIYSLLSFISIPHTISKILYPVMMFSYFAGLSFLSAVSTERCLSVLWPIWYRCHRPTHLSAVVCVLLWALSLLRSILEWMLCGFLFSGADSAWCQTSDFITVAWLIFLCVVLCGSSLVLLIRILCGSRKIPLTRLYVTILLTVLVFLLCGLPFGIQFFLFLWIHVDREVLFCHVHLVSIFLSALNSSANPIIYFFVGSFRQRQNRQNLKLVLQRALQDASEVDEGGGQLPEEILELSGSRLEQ
MrgX1 allo act: human MrgX1 positive allosteric modulation, primary screen; B-score at 10 µM; 310,000 compounds, 0.63% hits; AID 588675; MrgX1-HEK293, Fluo-4 calcium flux, FDSS; active compounds read high; Q96LB2;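 active = plate-corrected calcium response at least 3 library SD above typical, normal starting fluorescence, not activating the receptor alone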;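 note: compound read alongside a low EC10 to EC30 dose of BAM8-22 agonist; peak minus trough fluorescence over baseline measured at the second addition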
SKKanGAS inh: blocks kanamycin growth of S. pyogenes SKKanGAS strain | BacTiter-Glo, 6 h | inhibition, % at 7.5 µM | 300,000 compounds, 1.3% hits;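 active = mean replicate score, as percent of positive control median, at least 50; inconclusive = mean below 50 but one replicate at or above 50; inactive = mean and every replicate below 50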;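 note: strain carries kanamycin resistance gene driven by streptokinase promoter and grows in 40 µg/ml kanamycin; loss of luminescence reflects streptokinase promoter inhibition or plain growth inhibition; 0% = median of DMSO wells and 100% = positive control at its reference dose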
HDAC3 inh: blocks human histone deacetylase 3. inhibition, % at 8.3 µM. 320,000 compounds, 0.15% hits. O15379. recombinant HDAC3, fluorogenic peptide/trypsin coupled, fluorescence; in the data active = inhibition above about 26%, passing the limit was not always enough; inconclusive = no clear call, values can overlap the other calls
Target sequence (O15379 whole entry, looked up): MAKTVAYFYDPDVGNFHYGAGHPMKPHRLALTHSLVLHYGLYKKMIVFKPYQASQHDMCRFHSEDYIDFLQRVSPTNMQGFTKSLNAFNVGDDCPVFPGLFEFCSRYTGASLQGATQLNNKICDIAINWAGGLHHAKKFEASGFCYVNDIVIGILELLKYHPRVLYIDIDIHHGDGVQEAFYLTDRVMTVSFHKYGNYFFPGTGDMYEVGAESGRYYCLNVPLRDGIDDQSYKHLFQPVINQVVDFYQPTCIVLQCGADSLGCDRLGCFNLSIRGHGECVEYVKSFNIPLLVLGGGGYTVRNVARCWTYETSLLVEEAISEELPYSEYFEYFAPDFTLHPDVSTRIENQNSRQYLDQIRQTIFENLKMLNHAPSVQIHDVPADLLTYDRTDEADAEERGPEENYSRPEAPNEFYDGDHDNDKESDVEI
MrgX1 agonist: activates human MrgX1 receptor signaling | Q96LB2 | MrgX1-HEK293 cells, Fluo-4 calcium fluorescence, agonist mode; active compounds read high | B-score at 10 µM | 310,000 compounds, 0.44% hits | AID 588627;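 active = calcium response B-score plate-corrected fluorescence ratio at least 3 library SD, with starting fluorescence B-score inside 5 SD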
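Test system: Stable human MrgX1 HEK293 cell line | Schedule: Overnight plating before 1 h dye loading | Read-out basis: Baseline-normalised fluorescence change ratio, B-scored | Detection: Kinetic calcium dye fluorescence, Fluo-4 NW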
TMEM16A inh: inhibitors of mouse TMEM16A calcium-activated chloride channel | HEK293 TMEM16A/YFP iodide influx fluorescence, ionomycin | normalized B-score (activity score, 25-100; higher = stronger inhibition) at 10 µM | 310,000 compounds, 1.2% hits | AID 588511;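 active = ratio plate-corrected score three or more library SD toward inhibition, starting fluorescence score within five deviations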;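 note: score derived from kinetic fluorescence span divided by baseline fluorescence per well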
ANO1 activ: activators or potentiators of mouse TMEM16A chloride channel | Q8BHY3 | HEK293 TMEM16A/YFP-H148Q/I152L, iodide quench fluorescence; active compounds read low | B-score at 10 µM | 340,000 compounds, 0.3% hits | AID 623877;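 active = fluorescence-ratio B-score plate-corrected deviation score at least 3 library SD below zero, with starting fluorescence score within 5 deviations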;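 note: channel opened by trigger with iodide after compound preincubation; score built on the fluorescence ratio of max minus min over baseline; more negative score means more quench and so TMEM16A activation or potentiation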
RGS4 act: RGS4 potentiation or activation; HEK293 M3R/inducible RGS4, carbachol calcium flux Fluo4; active compounds read low; AID 463111; B-score at 10 µM; 310,000 compounds, 0.92% hits;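 active = B-score of the integrated calcium signal more than 4 SD below the library mean, with starting fluorescence not abnormally high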;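 note: negative B-score means reduced calcium response which marks RGS4 activation or potentiation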
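Material: Inducible-RGS4 HEK293 cells carrying M3 receptor; also added: carbachol at ECmax as muscarinic agonist stimulus; incubation: compound preincubation 20 min at room temperature before agonist; signal: Fluo4-AM (2 µM) calcium-flux fluorescence, kinetic read; measure: integrated calcium ratio converted to B score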
TRPC6 act: activators of mouse TRPC6 channel; HEK293-TRPC6 membrane potential dye fluorescence; active compounds read high; B-score at 10 µM; 310,000 compounds, 0.13% hits;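 active = B-score of the integrated fluorescence ratio above library mean plus 3 SD, and starting fluorescence ratio within library mean plus 5 SD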;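 note: higher score means more depolarization so channel activation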
TRPC6 inh: blocks the mouse TRPC6 cation channel. Q61143. B-score at 10 µM. 310,000 compounds, 1.1% hits. HEK293-TRPC6, membrane potential dye, ACh-evoked depolarization; active compounds read low;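 active = B-score under library mean minus 3 SD, initial fluorescence not abnormally high, positive integrated signal ratio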;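 note: B-score derived from integrated fluorescence ratio over the kinetic read; more negative B-score means stronger inhibition of depolarization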
The depositor's hits bear a star; i = inactive; u = inconclusive; x = not tested or not shown.

SMILES	RGS4 inh	MrgX1 antag	MrgX1 allo act	SKKanGAS inh	HDAC3 inh	MrgX1 agonist	TMEM16A inh	ANO1 activ	RGS4 act	TRPC6 act	TRPC6 inh
COc1ccc(CS(=O)(=O)CC2(O)CCN(C(=O)c3cccc(C(F)(F)F)c3)CC2)cc1	i	i	i	-2	2	i	i	i	i	i	i
CCC/C=C1/CCCOC(C(=O)NCCNCCO)(C(F)(F)F)C1 (centres undefined)	i	i	i	-4	-1	i	i	i	i	i	i
CC(NC(=O)c1ccc(CS(=O)(=O)c2ccc(Cl)cc2)o1)c1ccc2c(c1)OCCO2 (centres undefined)	i	i	i	8	-3	i	i	i	-7.4*	i	i
O=C(c1cc(Br)c(Br)s1)N1CCN(C/C=C/c2ccccc2)CC1	i	i	i	24	2	i	i	i	i	i	i
Cc1csc(=O)n1CCC(=O)OCC(=O)N(CC(C)C)c1c(N)n(Cc2ccccc2)c(=O)[nH]c1=O	i	i	i	-2	-2	i	i	i	i	i	i
CC(C)CCNC(=O)CNC(=S)N(Cc1ccccc1)Cc1cccnc1	i	i	i	-3	1	i	i	i	i	i	i
CN1CCN(CCCNC(=O)CCc2nnc3n(Cc4ccccc4Cl)c(=O)c4ccccc4n23)CC1	i	i	i	-8	-3	i	i	i	i	i	i
CCOC(=O)CSc1nc(-c2ccccc2)nc2ccccc12	i	i	i	-3	-3	i	i	i	i	i	i
O=C(CNC(=O)c1ccco1)OCc1ccc(C(=O)Oc2ccccc2)cc1	i	i	i	2	2	i	i	i	i	i	i
O=C(NCc1ccccc1F)C1CCCN(C(=O)Nc2ccc(F)cc2)C1 (centres undefined)	i	i	i	1	-1	i	i	i	i	i	i
COc1ccc(CCNC(=O)Cn2nc(C)c3c(C)n(-c4ccccc4)nc3c2=O)c(OC)c1	i	i	i	0	6	i	i	-7.9*	i	i	i
COc1ccc([N+](=O)[O-])cc1C1NN=C(c2cccc3ccccc23)S1 (centres undefined)	i	i	i	-2	-16	i	i	i	i	i	i
CCP(=O)(c1cccc([N+](=O)[O-])c1)c1cccc([N+](=O)[O-])c1	i	i	i	7	-8	i	i	i	i	i	i
COc1ccccc1C(=O)Nc1ccc2c(c1)nc(CN1CCCCC1)n2C	i	i	i	4	-3	i	i	i	i	i	i
CC(Oc1ccc(Br)cc1)C(=O)N1CCN(c2ccccn2)CC1 (centres undefined)	i	i	i	-2	-3	i	i	i	i	i	i
COCCNC(=O)/C(C#N)=C/c1c(N2CC(C)OC(C)C2)nc2ccccn2c1=O (centres undefined)	i	i	i	-4	-131	i	i	i	i	i	i
Cc1c(Cl)cnc(NC(=O)COC(=O)c2cc3c(s2)CCC(C)C3)c1Cl (centres undefined)	i	i	i	-8	3	i	i	i	i	i	i
O=c1c2ccccc2nc(SCc2ccccc2Cl)n1Cc1ccccc1	i	-6.8*	i	25	-1	i	i	i	i	i	i
CC(=O)Nc1nonc1NC(=O)CSc1ncn[nH]1	i	i	i	-9	6	i	i	i	i	i	i
CCCn1cc(S(=O)(=O)c2ccc(F)cc2)c(=O)c2cc(OCC)ccc21	i	i	i	-2	-1	i	i	i	i	i	i
Cc1cccc(C(=O)Nc2ccccc2C(=O)OCc2c(C)noc2C)c1	i	i	i	12	7	i	i	i	i	i	i
Cc1cccn2c(=O)nc(SCC(=O)NCCc3ccccc3)nc12	i	i	i	-1	3	i	i	i	i	i	i
CN1CCN(C=Nc2nc3ccccc3nc2N2CCCC2)CC1	i	i	i	-7	-12	i	i	i	i	i	i
CS(=O)(=O)c1cccc(NC(=O)C2CC2)c1	i	i	i	4	-6	i	i	i	i	i	i
CN1CC(c2ccccc2)C2(COc3ccccc3C2=O)C12C(=O)Nc1ccccc12 (centres undefined)	i	i	i	-4	0	i	i	i	i	i	i
OC[C@@H]1CCCN1Cc1cn(-c2ccccc2)nc1-c1ccc2c(c1)OCO2	i	i	i	-2	-14	i	i	i	i	i	i
Cn1nc([N+](=O)[O-])nc1Oc1ccccc1	i	i	i	3	x	i	i	i	i	i	i
COc1ccc(NC(=O)c2c3c(nc4ccccc24)CCN(Cc2ccccc2)C3)c(OC)c1	i	i	i	4	2	i	i	i	i	i	i
COc1ccc(C)cc1NC(=O)c1ccc(CN2CCc3ccccc3C2)cc1	i	i	i	16	-3	i	i	i	i	i	i
COc1ccc(S(=O)(=O)CCC(=O)Nc2cc(C)ccc2OC)cc1	i	i	i	-21	-1	i	i	i	i	i	i
CN1CCN(c2cc(-c3ccccc3)nc3cc(-c4ccc(F)cc4)nn23)CC1	i	i	i	11	-5	i	i	i	i	i	i
CCOc1nc(Nc2cc(Cl)ccc2OC)nc(OCC)n1	i	i	i	-10	u	i	i	i	i	i	i
Cc1ccccc1NC(=O)Cn1cc(C(=O)C2CC2)c2ccccc21	i	i	i	-9	1	i	i	i	i	i	i
CCOc1ccc(NS(=O)(=O)c2ccc(NS(=O)(=O)c3ccc(SC)cc3)cc2)cc1	5.2*	-4.8*	i	x	-5	i	i	i	i	i	i
CC(C)CNC(=O)C(=O)NNC(=O)c1ccco1	i	i	i	5	-3	i	i	i	i	i	i
CC(=O)N(c1ccc(Cl)cc1)c1c[nH]c2ccccc12	i	i	i	-8	12	i	i	i	i	i	i
COC(=O)c1ccc(Oc2nc3ccccc3n3c(C)nnc23)cc1	i	i	i	53*	5	i	i	i	i	i	i
CSc1oc(-c2cccs2)nc1S(=O)(=O)c1ccccc1	i	i	i	-2	0	i	i	i	i	i	i
N#CC1=C(N)NC(SCc2ccc(Cl)cc2)=C(C#N)C12CCCCC2	i	i	i	21	3	i	100*	i	i	i	i
CCOC(=O)COc1cc(N)c(Cl)cc1Cl	i	i	i	-3	4	i	i	i	i	i	i
Cc1ccc(NC(=O)COC(=O)CCn2c(C)csc2=O)c([N+](=O)[O-])c1	i	i	i	0	5	i	i	i	i	i	i
Cc1cc([N+](=O)[O-])c(NCCCCCCO)c([N+](=O)[O-])c1	i	i	i	-3	3	i	i	i	i	i	i
COc1ccc(CC2(CO)CCN(Cc3cc4ccccc4o3)CC2)cc1	i	i	i	-4	-4	i	25*	i	i	i	i
CCn1c(N2CCN(Cc3ccc([N+](=O)[O-])cc3)CC2)nc2ccccc21	i	i	i	-2	1	i	i	i	i	i	i
CN=C1S/C(=C\c2ccc(O)c(OC)c2)C(=O)N1C	i	i	i	9	7	i	i	i	i	i	i
COc1ccc(CCC(C(O)C(F)(F)F)S(=O)c2ccccc2)cc1 (centres undefined)	i	i	i	3	6	i	i	i	i	i	i
CCOC(=O)C1(Cc2ccc(OC)cc2)CCN(C(=O)C2CCCO2)CC1 (centres undefined)	i	i	i	6	-3	i	i	i	i	i	i
NC(=O)CNCCC(c1ccccc1)c1ccccc1	x	i	i	x	-1	i	i	i	x	x	x
NC(=O)c1cc(Cl)ccc1OCC(=O)N1CCCc2ccccc21	i	i	i	4	5	i	i	i	i	i	i
O=C(NCCc1ccccc1)c1ccc2c(c1)OCCCO2	i	i	i	2	-1	i	i	i	i	i	i
COc1cccc2cc(C(C)N(CCCN3CCOCC3)C(=S)Nc3cccc(C)c3C)oc12 (centres undefined)	i	i	i	-14	-2	i	i	i	i	i	i
CCOc1ccc(CN(C)C(=O)c2ccc(NC(=O)CC3SC(N4CCCC4)=NC3=O)cc2)cc1 (centres undefined)	i	i	i	-8	-8	i	i	i	i	i	i
COc1cccc(CNC(=O)C2CCCN(S(=O)(=O)c3cccc4nonc34)C2)c1 (centres undefined)	i	i	i	-5	-3	i	i	i	i	i	i
CCOC(=O)c1c(NC(=O)CSc2ncccn2)sc2c1CCN(Cc1ccccc1)C2	i	x	x	-3	x	x	x	i	i	i	-5.5*
O=C(c1cccc(F)c1)N1CCN(S(=O)(=O)Cc2ccccc2)CC1	i	i	i	0	0	i	i	i	i	i	i
CCOc1ccc2[nH]c(=O)c(CN(CCO)C(=O)c3ccc(OC)c(OC)c3)cc2c1	i	i	i	3	-6	i	i	i	i	i	i
Cc1cccc(NC(=O)CCN2CCCC(C)C2)c1 (centres undefined)	i	i	i	6	-5	i	i	i	i	i	i
Cc1ccc(Cn2c(N3CCN(CCO)CC3)nc3c2c(=O)n(C)c(=O)n3C)cc1	i	i	i	0	2	i	i	i	i	i	i
Cn1cnnc1SCC(=O)Nc1ccc(F)cc1F	i	i	i	-8	-9	i	i	i	i	i	i
C/C(O)=C(\C#N)c1nc2ccccc2[nH]1	i	i	i	-4	5	i	i	i	i	i	i
The list goes on:
SMILES	RGS4 inh	MrgX1 antag	MrgX1 allo act	SKKanGAS inh	HDAC3 inh	MrgX1 agonist	TMEM16A inh	ANO1 activ	RGS4 act	TRPC6 act	TRPC6 inh
CCc1nnc(NC(=O)COc2ccc([N+](=O)[O-])cc2)s1	i	i	i	-8	-5	i	i	i	i	i	i
CCC(C)NCCC(=O)Nc1ccc(Cl)c(S(=O)(=O)Nc2ccc(Cl)cc2)c1 (centres undefined)	i	i	i	3	3	i	i	i	i	i	i
Cc1cc(C)cc(N(CC(=O)NCc2ccco2)S(=O)(=O)c2ccccc2)c1	i	i	i	1	-1	i	i	i	i	i	i
Cc1ccc(S(=O)(=O)N(C)c2nonc2C)cc1	i	i	i	8	3	i	i	i	i	i	i
COc1ccc(NC(=S)N2CCN(Cc3ccccc3)CC2)c(OC)c1	i	i	i	-10	-7	i	i	i	i	i	i
O=C(N/N=C/c1cccnc1)C(O)c1ccccc1 (centres undefined)	i	i	i	-9	6	i	i	i	i	i	i
CCn1cc(C(=O)O)c(=O)c2cc(F)c(N3CCN(C(=S)NC(=O)c4ccc(Br)cc4)CC3)cc21	i	i	i	45	-5	i	i	i	i	i	i
CCN(c1ccccc1)S(=O)(=O)c1ccc(OC)c(NC(=O)CNCCc2ccccc2)c1	i	i	i	-8	x	i	i	i	i	i	i
CN(C)C(/C=C/Nc1ccc(Br)cc1)=C(C#N)C#N	i	i	i	-17	-2	i	i	i	i	i	i
CN(/N=C/c1c[nH]c2ccccc12)c1cnn(-c2ccc(F)c(Cl)c2)c(=O)c1Cl	i	i	i	24	1	i	i	i	i	i	i
Cc1ccc(CNC(=O)c2ccc(N3CCC4(CC3)CC(c3ccccc3)=NO4)c(NC(=O)c3ccccc3)c2)cc1	i	i	i	18	-1	i	i	i	i	i	i

Assay outcomes as filed in PubChem BioAssay.
